Screening data (PubChem BioAssay)
ADAM17 inh: ADAM17 inhibition, QFRET primary screen; P78536; recombinant ADAM17, EDANS/DABCYL FRET peptide cleavage; inhibition, % at 6.95 µM; 0.83% of 370,000 active; AID 720648;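 active = inhibition above the mean of compounds lying between control limits plus 3 SD, set per campaign, cut at about 8.5% in these data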;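 note: 0% = DMSO-only wells as the low control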
Target sequence (P78536 215-824 limits assumed): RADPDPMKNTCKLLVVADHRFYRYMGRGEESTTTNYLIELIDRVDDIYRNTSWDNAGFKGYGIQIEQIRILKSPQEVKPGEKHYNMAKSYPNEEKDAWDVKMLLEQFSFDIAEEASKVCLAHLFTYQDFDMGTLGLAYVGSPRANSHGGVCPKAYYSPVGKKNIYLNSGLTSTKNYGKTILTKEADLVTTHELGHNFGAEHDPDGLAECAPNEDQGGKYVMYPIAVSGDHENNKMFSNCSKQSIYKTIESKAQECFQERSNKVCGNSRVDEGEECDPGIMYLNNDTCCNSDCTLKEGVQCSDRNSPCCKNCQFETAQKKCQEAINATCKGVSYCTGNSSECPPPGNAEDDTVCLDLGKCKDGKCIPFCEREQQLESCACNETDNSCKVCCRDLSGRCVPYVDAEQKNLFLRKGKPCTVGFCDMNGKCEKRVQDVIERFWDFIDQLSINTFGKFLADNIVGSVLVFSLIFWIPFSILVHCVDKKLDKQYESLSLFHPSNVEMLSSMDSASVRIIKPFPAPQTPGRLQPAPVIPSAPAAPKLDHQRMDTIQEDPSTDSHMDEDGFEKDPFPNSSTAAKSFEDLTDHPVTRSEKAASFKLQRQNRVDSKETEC
ADAM10 inh: inhibitors of human ADAM10; recombinant ADAM10, EDANS/DABCYL FRET peptide cleavage, 3 h; inhibition, % at 7 µM; 0.62% of 370,000 active; AID 720582;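 active = inhibition above a per-campaign cutoff equal to the mean of compounds falling between control-based bounds plus 3 SD, cut at about 20% in these data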;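 note: 0% = DMSO wells while the 100% control is not disclosed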
hcDAF-12 act: activates DAF-12 receptor from parasite H. contortus | HEK293 hcDAF-12 lit1-tk-luc reporter, luminescence; 0% DMSO, 100% Δ7-dafachronic acid | 1.4% of 370,000 active | activation, % at 6.8 µM;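 active = activation above the mean of all tested compounds plus 3 SD, cut at about 5.5% in these data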;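 note: 100% = response to 3 µM Δ7-dafachronic acid high control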
SMARCA2 activ: activators of SMARCA2 function. MG213 cells, MMTV-luciferase reporter, dexamethasone, overnight. activation, % at 9.1 µM. 1% of 370,000 active; in the data active = activation above about 7.8%;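 note: 0% = vehicle wells and 100% = reference activator wells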
DAX1 inh-1: DAX1 (NR0B1) inhibition, primary screen. 1.1% of 370,000 active. HEK293T StAR-luciferase reporter, SF-1/DAX-1 repression relief. AID 652010. inhibition, % at 6.8 µM;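 active = inhibition above the mean over all tested compounds plus 3 SD, cut at about 3.6% in these data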;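 note: 0% = DAX-1 cells with DMSO and 100% = cells lacking DAX-1 with DMSO; higher inhibition means more luminescence from relief of DAX-1 repression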
PG9 Ab binder: small molecules binding HIV-1 gp120 antibody PG9 | TR-FRET gp120-PG9 antibody binding | inhibition, % at 6.7 µM | 0.43% of 360,000 active | AID 624416; in the data active = inhibition above about 8.5%
NPR1 activator: GC-A (human) enzyme activation; P16066; HEK293 GC-A cells, cGMP TR-FRET, EC30 ANP; 0% at EC30 ANP, 100% saturating ANP; activation, % at 10 µM; 0.14% of 370,000 active; in the data active = activation above about 40%
FXN GAA850 act: frataxin GAA850 promoter activation. HEK293 lucGAA850 FXN promoter luciferase reporter, 24 h; percent of 10 µM SAHA response. activation, % at 6 µM. 0.56% of 360,000 active. AID 540364;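 active = activation above the average of all compounds screened plus 3 SD, cutoff fixed separately per campaign, cut at about 7.5% in these data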;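 note: 0% = DMSO wells and 100% = 10 µM SAHA wells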
ssDAF-12 act: activates DAF-12 receptor from parasite S. stercoralis | activation, % at 6.8 µM | 1% of 370,000 active | HEK293 ssDAF-12/GRIP1 lit1-tk-luc reporter, luminescence; % of 3 µM dafachronic acid response;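 active = activation above the mean over all tested compounds plus 3 SD, cut at about 0.9% in these data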;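 note: 0% = DMSO-only wells and 100% = 3 µM delta7-dafachronic acid wells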
hgDAF-12 ag: agonists of H. glycines DAF-12 nuclear receptor; HEK293 GAL4-hgDAF12 UAS-luciferase reporter, agonist luminescence; normalized to butyrate control; activation, % at 6.8 µM; 1.8% of 370,000 active;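 active = activation above a cutoff set at the mean of all screened compounds plus 3 SD, cut at about 10% in these data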;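 note: 0% = DMSO wells and 100% = sodium butyrate wells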
DAX1 inh-2: inhibits human nuclear receptor DAX1; inhibition, % at 6.75 µM; HEK293 Gal4-DAX1 luciferase reporter, luminescence; 0.99% of 340,000 active; AID 504766;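 active = inhibition above the mean over all tested compounds plus 3 SD, cut at about 4.2% in these data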;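 note: 0% = DAX1-transfected cells with DMSO and 100% = empty-vector control cells with DMSO; inhibition shows as a rise in luminescence from relieved DAX1 repression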
Target sequence (P51843 207-470 limits assumed): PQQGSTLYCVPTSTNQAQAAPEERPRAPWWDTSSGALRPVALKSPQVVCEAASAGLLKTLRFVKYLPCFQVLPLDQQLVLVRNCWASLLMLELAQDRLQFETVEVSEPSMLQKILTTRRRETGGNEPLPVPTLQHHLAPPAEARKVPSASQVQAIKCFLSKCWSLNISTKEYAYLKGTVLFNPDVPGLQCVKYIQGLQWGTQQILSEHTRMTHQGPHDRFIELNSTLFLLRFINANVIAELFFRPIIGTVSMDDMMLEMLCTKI
The depositor's hits bear a star; · = not tested or not shown. Not a hit list; overall some 6.8% were active at least once.

Codes: A = ADAM17 inh; B = ADAM10 inh; C = hcDAF-12 act; D = SMARCA2 activ; E = DAX1 inh-1; F = PG9 Ab binder; G = NPR1 activator; H = FXN GAA850 act; I = ssDAF-12 act; J = hgDAF-12 ag; K = DAX1 inh-2
1: Cc1c(C(=O)Nc2ccncc2)oc2ccccc12
  A: 3; B: 7; C: 0.7; D: 0; E: -0.7; F: -2.1; G: 8; H: -0.7; I: -1.8; J: -1.3; K: 0.4

2: CC(C)OC(=O)/C(C#N)=C/c1ccc(-c2ccc(SC(F)F)cc2)o1
  A: -3; B: -11; C: -0.3; D: 1; E: 1.4; F: -2.0; G: 1; H: 0.9; I: -0.8; J: -1.6; K: -0.2

3: CCC(C)NC(=O)C(NS(=O)(=O)c1cccc2nsnc12)c1ccccc1 (centres undefined)
  A: 4; B: 8; C: -1.2; D: -4; E: -0.4; F: 0.1; G: -2; H: -1.7; I: -0.6; J: -1.2; K: 2.3

4: COC1=CC(=O)OC(c2ccc(C#N)cc2)C1 (centres undefined)
  A: -3; B: -18; C: -0.2; D: -4; E: -2.2; F: 0.8; G: 2; H: ·; I: -0.3; J: 2.6; K: ·

5: N#Cc1c(SCC(N)=O)nc2c(c1-c1ccc(O)cc1)CCCC2
  A: 2; B: -1; C: -1.0; D: -3; E: -0.4; F: -0.1; G: -11; H: 7.0; I: -1.4; J: -1.1; K: -0.8

6: O=C(COc1cccc(Br)c1)N/N=C1\CCCc2ccccc21
  A: -3; B: -4; C: 0.0; D: 1; E: 0.2; F: -0.4; G: 3; H: 0.0; I: 0.0; J: -1.0; K: 0.3

7: O=C(O)CN1C(=O)SC(Nc2ccccc2C(=O)O)C1=O (centres undefined)
  A: -49; B: -118; C: -1.0; D: 1; E: -0.1; F: -0.4; G: -2; H: 0.9; I: -0.6; J: 1.0; K: -0.1

8: O=S(=O)(N/N=C\c1cn(-c2ccccc2)nc1-c1ccccc1)c1ccccc1
  A: 3; B: 12; C: 0.2; D: -1; E: 0.5; F: -2.1; G: 4; H: 0.6; I: -1.8; J: 0.8; K: 1.3

9: Cc1cc(CC(=O)O)c2oc(-c3ccoc3)cc(=O)c2c1
  A: -9; B: -31; C: 1.6; D: -2; E: 0.1; F: -0.6; G: -4; H: ·; I: -0.8; J: 0.2; K: ·

10: CC(NC(=O)OCc1ccccc1)C(=O)OCN1C(=O)c2ccccc2C1=O (centres undefined)
  A: 0; B: 1; C: -1.5; D: 1; E: 1.0; F: -2.1; G: 3; H: 1.9; I: -1.1; J: 0.9; K: 0.0

11: COc1ccc(S(=O)(=O)N2CCNCC2)cc1
  A: -1; B: -7; C: 0.1; D: 0; E: -0.6; F: -0.7; G: -2; H: 0.0; I: -1.0; J: 0.8; K: 0.3

12: COCCCn1c(=O)c2sccc2n2c(CCCC(=O)NCC3CCCO3)nnc12 (centres undefined)
  A: -4; B: 4; C: 0.3; D: -3; E: -0.5; F: -1.3; G: 0; H: -1.2; I: -1.3; J: -0.2; K: -0.2

13: CCOC(=O)c1[nH]c(C)c(/C=N/O)c1C
  A: 1; B: 13; C: -1.3; D: 1; E: 0.7; F: -0.9; G: 3; H: 1.1; I: -0.5; J: 4.7; K: 1.5

14: COc1ccc(CN2CCN(C(=O)CC(C)C)CC2)c2ccccc12
  A: 2; B: 2; C: -1.6; D: -3; E: -0.8; F: -0.2; G: -8; H: -0.4; I: -1.4; J: 0.7; K: -0.3

15: Cc1ccccc1C1c2[nH]c3ccccc3c2C[C@H]2C(=O)N(C3CC3)CC(=O)N12 (some centres undefined)
  A: 3; B: -1; C: 6.4*; D: -2; E: 0.0; F: -2.6; G: -14; H: -0.8; I: 0.1; J: -1.4; K: -0.6

16: Cc1ccc(CNc2cnccn2)s1
  A: -3; B: -9; C: -0.8; D: -1; E: -0.3; F: -1.2; G: 2; H: 2.0; I: -0.9; J: 1.1; K: -1.0

17: O=C(OCc1ccccc1F)c1cc([N+](=O)[O-])ccc1N1CCOCC1
  A: 2; B: 4; C: -1.8; D: 0; E: -2.3; F: -2.1; G: 0; H: 2.9; I: -1.3; J: -2.1; K: 1.0

18: COc1ccc(-c2[nH]ncc2/C=C(\C#N)C(=O)NC2CC2)cc1
  A: -5; B: -12; C: -1.4; D: -2; E: 0.1; F: -1.4; G: -1; H: 2.2; I: -1.3; J: 1.1; K: 0.5

19: COc1ccc(Cn2nnnc2C(c2cccs2)N2CCSCC2)cc1 (centres undefined)
  A: 1; B: 1; C: -1.1; D: -1; E: -0.4; F: -0.3; G: -8; H: -0.1; I: -0.7; J: -1.8; K: -0.5

20: Cc1ccc(C2CC2/C(=N/O)c2ccc(F)cc2)cc1 (centres undefined)
  A: 5; B: 13; C: -0.9; D: 2; E: 0.4; F: 1.1; G: 8; H: 0.5; I: -1.4; J: -1.3; K: 0.1

21: Cc1ccc(OC(C)C(=O)N(C)c2ccccc2)c([N+](=O)[O-])n1 (centres undefined)
  A: -1; B: -2; C: 0.3; D: 1; E: -0.3; F: -0.8; G: -4; H: 0.4; I: -1.0; J: -0.2; K: 0.0

22: CSC1=N/C(=C\c2cccnc2)C(=O)N1c1ccccc1
  A: -9; B: -32; C: -0.5; D: 0; E: -0.8; F: -1.2; G: 4; H: 3.2; I: -0.8; J: 0.3; K: -1.0

23: C=CCn1c(=S)[nH]c2scc(-c3ccco3)c2c1=O
  A: -2; B: 1; C: 0.0; D: 2; E: 0.0; F: 7.8; G: -9; H: -1.3; I: -1.5; J: 0.9; K: -2.3

24: O=C(NCC1CCCO1)c1cccc(F)c1 (centres undefined)
  A: -8; B: -5; C: -1.2; D: 0; E: 0.1; F: -0.1; G: 0; H: 1.6; I: -1.4; J: -3.1; K: 0.7

25: COc1ccc(N2C(=O)Cc3c2nc(N)c(C#N)c3N)cc1
  A: -5; B: -6; C: -0.7; D: 2; E: -0.9; F: -3.1; G: 1; H: 2.2; I: -1.5; J: 0.6; K: 0.1

26: COCCN(Cc1nnc(-c2cccs2)o1)C(=O)c1cccc(S(=O)(=O)N2CCOCC2)c1
  A: -4; B: -8; C: 1.4; D: 0; E: 1.1; F: -1.3; G: 1; H: 0.7; I: -1.0; J: 0.2; K: 1.4

27: CC(=O)O[C@@H]1[C@H](Oc2c(O)c(C)c3c4c2[C@H](C)CC[C@H]4[C@H](C)C[C@@H]3C=C(C)C)O[C@@H](C)[C@@H](O)[C@H]1O
  A: -1; B: -20; C: -1.9; D: 0; E: -0.4; F: 1.7; G: 1; H: 0.8; I: -1.1; J: -1.2; K: ·

28: O=[N+]([O-])c1cccnc1N1CCN(Cc2ccc3c(c2)OCO3)CC1
  A: -2; B: -7; C: -1.5; D: -4; E: -0.1; F: -0.7; G: -2; H: 1.0; I: -0.6; J: 1.3; K: 2.1

29: O=C1C(=O)N(CCCN2CCOCC2)C(c2ccc(Cl)cc2)/C1=C(/O)c1ccc(F)cc1 (centres undefined)
  A: 0; B: 9; C: -0.4; D: -2; E: 0.4; F: -2.1; G: 3; H: 0.3; I: -0.4; J: -1.2; K: 1.8

30: CC1(N2CCOCC2)C(=O)c2ccccc2C1=O
  A: -1; B: -4; C: -0.1; D: 2; E: 0.6; F: -3.5; G: 1; H: -1.5; I: -0.6; J: 2.8; K: 0.1

Rewritten with values under each structure: 2 of the compounds above
Values run as follows: ADAM17 inh | ADAM10 inh | hcDAF-12 act | SMARCA2 activ | DAX1 inh-1 | PG9 Ab binder | NPR1 activator | FXN GAA850 act | ssDAF-12 act | hgDAF-12 ag | DAX1 inh-2
(9) Cc1cc(CC(=O)O)c2oc(-c3ccoc3)cc(=O)c2c1
  -9 | -31 | 1.6 | -2 | 0.1 | -0.6 | -4 | · | -0.8 | 0.2 | ·
(10) CC(NC(=O)OCc1ccccc1)C(=O)OCN1C(=O)c2ccccc2C1=O (centres undefined)
  0 | 1 | -1.5 | 1 | 1.0 | -2.1 | 3 | 1.9 | -1.1 | 0.9 | 0.0

Single entries from above.
`Cc1ccc(C2CC2/C(=N/O)c2ccc(F)cc2)cc1` (centres undefined) in ssDAF-12 act shows -1.4
`Cc1ccc(CNc2cnccn2)s1` in PG9 Ab binder shows -1.2

Next section
[31] C/C(Cc1ccccc1)=N\NC(=O)c1ccccn1
[32] Cc1ccc(NC(=O)C[n+]2ccn(C3=C([O-])c4ccccc4C3=O)c2)cc1
[33] Brc1cccc(CNCc2ccncc2)c1
[34] Cc1ccc(C2CCN(C(=S)NC(C)C)C2)cc1 (centres undefined)
[35] CC(=O)Nc1ccc(OCC(C)CN2CCC(C(O)(c3ccccc3)c3ccccc3)CC2)cc1 (centres undefined)
[36] Cc1ccc(S(=O)(=O)N2CCN(S(=O)(=O)c3ccccc3)C2)cc1
[37] CC(=O)NS(=O)(=O)c1ccc(NC(=O)c2cccc3ccccc23)cc1

| Compound | 31 | 32 | 33 | 34 | 35 | 36 | 37 |
| --- | --- | --- | --- | --- | --- | --- | --- |
| ADAM17 inh | -3 | -5 | -1 | -5 | 0 | -2 | -5 |
| ADAM10 inh | -8 | -6 | 10 | -9 | 0 | 2 | 2 |
| hcDAF-12 act | 3.4 | -0.4 | -0.2 | -1.4 | -0.7 | 3.8 | 0.2 |
| SMARCA2 activ | 5 | -3 | -2 | -3 | -2 | 0 | -3 |
| DAX1 inh-1 | 8.5* | -0.1 | -0.4 | -0.9 | -0.5 | -0.4 | 0.2 |
| PG9 Ab binder | -2.4 | -2.0 | 0.5 | -1.0 | · | 1.1 | -0.7 |
| NPR1 activator | 2 | 2 | -2 | 1 | -14 | 2 | 2 |
| FXN GAA850 act | 1.8 | 0.1 | 0.1 | 1.2 | · | -1.1 | 1.4 |
| ssDAF-12 act | 0.0 | -0.5 | -0.7 | -1.7 | -1.5 | -0.6 | -0.8 |
| hgDAF-12 ag | 12* | -1.9 | -0.4 | 1.0 | -3.2 | -0.9 | 0.5 |
| DAX1 inh-2 | 1.7 | 0.4 | -1.2 | 2.3 | · | -1.2 | 0.9 |

Single records, as listed above. Screens in order: ADAM17 inh	ADAM10 inh	hcDAF-12 act	SMARCA2 activ	DAX1 inh-1	PG9 Ab binder	NPR1 activator	FXN GAA850 act	ssDAF-12 act	hgDAF-12 ag	DAX1 inh-2
Record of `Brc1cccc(CNCc2ccncc2)c1` : -1	10	-0.2	-2	-0.4	0.5	-2	0.1	-0.7	-0.4	-1.2
Record of `CC(=O)NS(=O)(=O)c1ccc(NC(=O)c2cccc3ccccc23)cc1` : -5	2	0.2	-3	0.2	-0.7	2	1.4	-0.8	0.5	0.9
Record of `Cc1ccc(C2CCN(C(=S)NC(C)C)C2)cc1` (centres undefined) : -5	-9	-1.4	-3	-0.9	-1.0	1	1.2	-1.7	1.0	2.3
Record of `Cc1ccc(S(=O)(=O)N2CCN(S(=O)(=O)c3ccccc3)C2)cc1` : -2	2	3.8	0	-0.4	1.1	2	-1.1	-0.6	-0.9	-1.2
Record of `CC(=O)Nc1ccc(OCC(C)CN2CCC(C(O)(c3ccccc3)c3ccccc3)CC2)cc1` (centres undefined) : 0	0	-0.7	-2	-0.5	·	-14	·	-1.5	-3.2	·
